Xi reactivation: reactivates the inactive X chromosome in mouse fibroblasts; activation, % at 7.58 µM; 360,000 compounds, 0.055% hits; XiGFP mouse fibroblasts, % GFP-positive cells imaging, 3 d; cells co-treated with 5-aza-dC sensitizer; scaled so ellipticine positive control = 100%;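 active = mean normalized replicate activation at least 10% and every replicate at or above 10%; inconclusive = only one of the two criteria met; inactive = mean below 10% and not all replicates reach 10%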;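 note: 0% = median of on-plate neutral control wells and 100% = ellipticine 6 µM median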
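System: 68-5-11 XiGFP fibroblast line; Timing: 3 days compound exposure; Compound dosing: one concentration, pinned; Benchmarks: positive control ellipticine, 6 µM final; Buffer or medium: DMEM containing 5-aza-dC.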
ARNT TACC3 PPI: disruptors of human ARNT/TACC3 interaction | 390,000 compounds, 0.66% hits | AlphaScreen His-ARNT PAS-B/GST-TACC3 binding, luminescence; TACC3 fragment carries E629A point mutation | inhibition, % at 9.99 µM | Q9Y6A5;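 active = mean inhibition of replicates at least 50% and at least half of replicates each reaching 50%; inconclusive = half or more replicates reach 50% but mean below 50%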;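 note: 0% = complete ARNT plus TACC3 wells and 100% = ARNT alone without TACC3; many hits fall short of the cut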
PAX8 reporter: lowers PAX8-driven luciferase in RMG-I cells. inhibition, % at 12.6 µM. RMG-I TPO-luciferase reporter, SteadyGlo, 24 h. 360,000 compounds, 1.2% hits;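 active = mean replicate inhibition at least 60% with every replicate also reaching 60%; inconclusive = only one of the two criteria is met; inactive = mean below 60% and not all replicates reaching 60%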;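 note: luciferase light reporting Pax8 driven TPO promoter activity; plate controls were median of neutral control wells for no effect and mitoxantrone controls for full effect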
EWS-Fli inh: inhibitors of EWS/Fli oncoprotein transcriptional activity; 350,000 compounds, 0.67% hits; inhibition, % at 12.6 µM; A673 NR0B1-luciferase reporter, viability-normalised;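 active = mean inhibition of at least 50% after viability correction, with every replicate also passing that limit; inconclusive = mean reaches 50% but only one of two replicates passes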;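 note: firefly luciferase signal divided by Alamar Blue viability fluorescence both relative to DMSO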
F508del corr: correctors of CFTR F508del function in bronchial epithelial cells; activity (quench increase), % at 7.58 µM; 350,000 compounds, 0.36% hits; CFBE cells, YFP halide quenching; stimulated with forskolin plus potentiator P3; % fluorescence drop versus neutral controls; AID 720511;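 active = mean added fluorescence quench of at least 8% versus neutral control, with both replicates also reaching 8%; inconclusive = only one of the mean or replicate conditions met; inactive = mean below 8% and not both replicates reaching 8%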;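 note: cells transiently co-express mutant CFTR-F508del with the halide-sensitive YFP; corrector assay measuring rescue of mutant channel to the surface after 24 h compound exposure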
ERp5 block: ERp5 (human) disulfide isomerase inhibition. ERp5 insulin aggregation, absorbance 650 nm, 90 min. inhibition, % at 9.99 µM. 350,000 compounds, 0.05% hits;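 active = mean replicate inhibition above about 25%, with every replicate also reaching it, limit read from the data, passing the limit was not always enough; inconclusive = only one of those two criteria met; inactive = neither criterion met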
Target sequence (Q15084 whole entry, looked up): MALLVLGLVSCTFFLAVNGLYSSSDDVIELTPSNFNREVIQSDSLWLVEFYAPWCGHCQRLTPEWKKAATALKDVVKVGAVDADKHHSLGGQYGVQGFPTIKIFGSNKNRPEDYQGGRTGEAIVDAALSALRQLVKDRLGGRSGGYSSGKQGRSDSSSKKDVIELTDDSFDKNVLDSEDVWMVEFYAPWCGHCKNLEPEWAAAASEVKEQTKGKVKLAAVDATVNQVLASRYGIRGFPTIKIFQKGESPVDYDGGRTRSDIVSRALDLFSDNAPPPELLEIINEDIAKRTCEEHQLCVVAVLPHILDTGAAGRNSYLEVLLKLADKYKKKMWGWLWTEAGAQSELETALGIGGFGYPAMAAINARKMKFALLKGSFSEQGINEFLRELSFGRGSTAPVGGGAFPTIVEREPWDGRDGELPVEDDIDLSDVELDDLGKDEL
DENV2 CPE rescue: inhibitors of DENV2 cytopathic effect. DENV2-infected cells, cytopathic effect rescue, plate reader. AID 651640. 350,000 compounds, 1.7% hits. CPE inhibition, % at 9.99 µM; in the data active = CPE inhibition above about 20%, passing the limit was not always enough; inconclusive = no clear call, values can overlap the other calls; tested in BHK-21 cells;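 note: 0% = median of neutral control wells and 100% = median of positive control wells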
GSIS activator: primary screen for activators of insulin secretion dependent on glucose, INS-1E cells, GLuc reporter luminescence. INS-1E GLuc reporter insulin secretion, 2-3 h. activation, % at 16.6 µM. 370,000 compounds, 0.61% hits. AID 743287;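 active = lowest replicate activation of at least 40%, so every replicate reaches that level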;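 note: 0% = median of neutral control wells and 100% = median of IBMX positive control wells; some compounds called inactive have numbers as strong as hits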
The depositor's hits bear a star; ? = inconclusive; / = no result given.

Each structure is followed by: PAX8 reporter | DENV2 CPE rescue | GSIS activator | ARNT TACC3 PPI | F508del corr | EWS-Fli inh | Xi reactivation | ERp5 block
1. CN1CCN(C(=O)C[C@H]2CC[C@H]3[C@@H](COc4ccc(NC(=O)C5CC5)cc4C(=O)N3C)O2)CC1
 : -19.1 | 0.9 | 7.1 | -3.4 | -1.4 | 8.8 | -0.1 | -4.3
2. O=C(O)/C(=C/c1ccc(Cl)c([N+](=O)[O-])c1)c1ccc(S(=O)(=O)N2CCCCC2)s1
 : 9.6 | -3.6 | 4.6 | 1.0 | -3.1 | 8.8 | 0.0 | -7.4
3. CC(=O)c1c(N2CCN(Cc3ccc4c(c3)OCO4)CC2)nc(=S)n(-c2ccccc2)c1C
 : / | 13.3 | 4.0 | -1.5 | 2.6 | 2.9 | / | -6.6
4. COc1ccc(CN(C)C[C@H]2Oc3ccc(NS(=O)(=O)c4c(C)noc4C)cc3CC(=O)N([C@@H](C)CO)C[C@H]2C)cc1
 : / | 0.3 | 1.5 | / | -1.1 | -5.6 | 0.1 | 11.5
5. COc1cc(/C=N/NC(=O)c2ccc(N3CCCC3=O)cc2)ccc1O
 : 86.3* | -4.1 | 27.8 | 15.4 | -2.3 | / | 0.3 | -12.8
6. Cc1ccccc1CN(C)CC(=O)NC(C)CCc1ccccc1 (configuration not stated)
 : 9.9 | 3.9 | 6.3 | -22.5 | -1.0 | 1.3 | 0.2 | -0.3
7. CCOC(=O)C1CCN(c2ncnc3c2c(-c2ccccc2)cn3-c2ccc(C)cc2)CC1
 : 13.5 | 9.2 | 2.3 | -7.0 | -2.7 | -1.8 | 0.0 | 0.6
8. Cc1ccc([C@@H]2C[C@H]3[C@@H](CN2S(=O)(=O)c2ccc(Cl)cc2)C(=O)C[C@@H](c2cccc(Cl)c2)N3S(=O)(=O)c2ccc(C)cc2)cc1
 : 11.4 | -15.1 | 2.2 | / | 1.8 | 6.6 | 0.2 | -10.6
9. CCOC(=O)C1=C(C)Nc2ncnn2C1c1ccc2c(c1)OCO2 (configuration not stated)
 : / | -2.4 | 9.9 | 1.2 | -0.5 | -2.8 | / | 0.2
10. Cc1ccc(C(=O)NCC(=O)N2CCCN(S(=O)(=O)c3ccc(C)cc3)CC2)cc1
 : 3.5 | 3.1 | 0.7 | 2.0 | 1.0 | -3.3 | -0.1 | -0.8
11. COc1ccc(CNS(=O)(=O)c2cc(-c3cc(C)no3)ccc2C(C)C)cc1
 : 28.7 | -1.1 | / | -2.1 | 10.7* | 55.5* | 0.4 | 2.7
12. Cc1nn(C(C)C(=O)Nc2ccc(Cl)cn2)c(C)c1[N+](=O)[O-] (configuration not stated)
 : / | -4.2 | -8.2 | 29.0 | / | / | / | -0.1
13. Brc1ccc(CNc2nc3ccccc3n2CCN2CCCCC2)cc1
 : 2.7 | -18.1 | -2.7 | 10.2 | -33.4 | 3.1 | 0.0 | 5.5
14. Cc1ccccc1N1C(=O)C2C3CC(=O)C(c4ccccc43)C2C1=O (configuration not stated)
 : 10.7 | / | -4.6 | -12.5 | / | / | -0.1 | /
15. Cc1ccc(C(C(=O)NC2CCCC2)N(C(=O)CNC(=O)c2ccco2)c2ccccc2)o1 (configuration not stated)
 : -8.0 | 19.7 | -16.0 | -0.6 | 0.1 | 1.6 | 0.0 | 1.5
16. CCc1nc2ccc(C(=O)Nc3cccc(OC)c3)cn2c1N(CC)CCN(C)C
 : -3.6 | 0.0 | -7.2 | / | 2.5 | -0.4 | 0.3 | -4.3
17. Cc1ccccc1OC(C)C(=O)Nc1ccc(S(=O)(=O)Nc2nccs2)cc1 (configuration not stated)
 : 7.6 | -0.6 | 15.6 | 8.6 | -1.3 | 10.0 | 0.2 | 0.0
18. COc1ccccc1C(=O)N(C1=NC(C)CS1)c1ccc(Cl)cc1 (configuration not stated)
 : 6.6 | -4.2 | -2.4 | 2.0 | -0.8 | / | 0.1 | 3.0
19. O=S(=O)(NC1=NCCCCC1)c1ccccc1Cl
 : 4.7 | 5.9 | 22.1 | 3.0 | -2.1 | -1.3 | -0.1 | 23.4
20. NC(=O)COC(=O)c1ccc(C(=O)C(=O)c2ccccc2)cc1
 : -1.6 | 7.5 | 7.3 | / | -4.6 | 7.0 | 0.0 | -6.2
21. COc1ccc(Cl)cc1S(=O)(=O)N1CCC(C(=O)NC2CCCC2)CC1
 : -15.5 | -2.8 | 19.6 | / | -1.0 | / | 0.0 | 2.8
22. CC(=O)N1CCN(C(=O)c2ccc(S(=O)(=O)Nc3cccc(C(F)(F)F)c3)cc2)CC1
 : -1.7 | 16.3 | -7.2 | -18.0 | -2.6 | 1.8 | -0.1 | 6.7
23. CCN(CC)S(=O)(=O)c1cccc(C(=O)OCC(=O)NCc2ccccc2OC)c1
 : -5.9 | 0.5 | -6.2 | -2.1 | -1.6 | -0.7 | 0.1 | 0.7
24. NC(=O)COc1ccc2c3c(c(=O)oc2c1)CCCCC3
 : / | 0.5 | 14.1 | -1.7 | 0.1 | 18.4 | / | -5.5
25. Cc1ccc(S(=O)(=O)NCC(c2ccc3c(c2)OCO3)N2CCOCC2)cc1 (configuration not stated)
 : -10.6 | 4.8 | 3.9 | 12.5 | -4.0 | -1.3 | -0.1 | 0.1
26. O=C1O[C@H](CO)[C@@H](O)[C@H](O)[C@H]1O
 : -1.0 | 4.3 | / | 3.6 | 2.2 | -3.9 | 0.5 | -1.3
27. CCCC#Cc1cnc2c(c1)C(=O)N([C@H](C)CO)C[C@H](C)[C@@H](CN(C)C(=O)Nc1ccccc1OC)O2
 : / | 0.2 | -14.8 | 1.4 | -0.7 | -0.8 | -1.3 | -9.4
28. CCN1CCN(S(=O)(=O)c2ccc(Cl)c(C(=O)NC3CC3)c2)CC1
 : -3.1 | 1.7 | 6.2 | / | 2.7 | -3.8 | 0.0 | -1.5
29. C[C@@H]1CN([C@@H](C)CO)C(=O)CCCn2cc(nn2)CO[C@@H]1CN(C)Cc1ccc(C(=O)O)cc1
 : -8.5 | -2.5 | 1.2 | / | -1.9 | 3.9 | -0.5 | -3.8
30. CCOc1ccc(C(CC(=O)O)NC(=O)c2sc3ccccc3c2Cl)cc1 (configuration not stated)
 : 15.6 | -1.6 | 18.9 | -5.4 | -0.6 | -15.2 | -0.1 | -3.1

Shown as a hit in F508del corr, of those listed so far:
item	canonical_smiles	DENV2 CPE rescue	GSIS activator	ARNT TACC3 PPI	F508del corr	ERp5 block
11	COc1ccc(CNS(=O)(=O)c2cc(-c3cc(C)no3)ccc2C(C)C)cc1	-1.1	/	-2.1	10.7*	2.7

(listing goes on)
Each structure is followed by: PAX8 reporter | DENV2 CPE rescue | GSIS activator | ARNT TACC3 PPI | F508del corr | EWS-Fli inh | Xi reactivation | ERp5 block
31. CCOc1ccc(NC(=O)Cn2ncc3ccccc32)cc1
 : -72.9 | 1.1 | -3.5 | 9.3 | 2.9 | -76.0 | 0.3 | -2.0
32. Cc1ccc(S(=O)(=O)NCCC(=O)N2CCCCCCC2)cc1C
 : 2.8 | 2.6 | 5.8 | -0.9 | 2.0 | -21.6 | 0.0 | -1.7
33. COc1ccc(S(=O)(=O)N2CCCOC2CNC(=O)C(=O)NCCCN2CCOCC2)cc1C (configuration not stated)
 : -16.8 | -2.6 | 11.8 | 2.1 | -1.3 | / | -0.1 | -11.3
34. CCN(CC(=O)Nc1ccc(OC)cc1)C(=O)c1ccc(N2C(=O)CCC2=O)cc1
 : -10.3 | -0.1 | -5.2 | -21.6 | 0.4 | 7.5 | 0.2 | 5.6
35. CCc1nc2c(OCc3c(C)noc3C)cccn2c1N(C=O)Cc1ccccc1
 : -0.9 | ? | -15.6 | / | 1.6 | 11.4 | 0.1 | 4.7
36. O=C(CCN=C1NS(=O)(=O)c2ccccc21)OCc1nnc(-c2ccccc2)o1
 : -20.1 | -4.5 | -3.2 | -18.8 | 1.5 | -17.4 | 2.3 | -2.7
37. CCn1cc(C(=O)O)c(=O)c2cc(F)c(N/N=C/c3ccccc3[N+](=O)[O-])cc21
 : 7.5 | -19.7 | -4.7 | 13.0 | / | 25.3 | 0.0 | 21.6
38. COc1cccc(S(=O)(=O)N(C)C[C@@H]2Oc3cc(C4=CCCCC4)ccc3S(=O)(=O)N([C@@H](C)CO)C[C@H]2C)c1
 : 76.5* | 4.3 | -10.8 | 25.3 | 5.1 | -17.1 | -1.0 | -8.6
39. CCOC(=O)N(C)c1c(CC)nc2c(OCc3ccc(S(C)(=O)=O)cc3)cccn12
 : -1.0 | -4.5 | -3.8 | / | 0.9 | 8.6 | 0.0 | -1.9
40. CCc1nc2ccc(C(=O)Nc3cccc(OC)c3)cn2c1N(CCC(C)C)CCN(C)C
 : -4.4 | -0.5 | -30.6 | / | 0.5 | 9.0 | 0.0 | 3.9
41. COc1cnc(SCc2c(Cl)cccc2Cl)nc1Cl
 : / | 0.5 | -0.9 | 2.9 | -0.7 | -8.9 | / | 4.1
42. COc1ccc(NC(=O)c2cc3c(CO)cnc(C)c3oc2=Nc2cccc(F)c2)c(OC)c1
 : 10.0 | -1.9 | 15.7 | -2.2 | -3.1 | -4.1 | 0.4 | 2.9
43. COCC(=O)Nc1ccc2c(c1)C(=O)N(C)[C@H]1CC[C@@H](CC(=O)NCc3ccccc3F)O[C@H]1CO2
 : -2.0 | 5.6 | 0.7 | -20.7 | 0.7 | 6.4 | 0.2 | -0.3
44. CC1CCC2C(=O)N(c3cccc(OS(=O)(=O)c4ccccc4)c3)C(=O)C2C1 (configuration not stated)
 : 21.1 | 18.5 | -7.9 | -1.4 | -1.0 | -10.4 | 0.0 | 1.1
45. Cc1cc(O)c(C(=O)/C=C/c2ccccc2Br)c(=O)o1
 : -27.2 | -6.0 | 4.2 | -3.4 | -0.7 | -20.5 | 0.0 | 2.4
46. Cc1ccc2[nH]c(=O)c(CN(C)C(=O)c3cccs3)cc2c1
 : -12.0 | 5.8 | 4.9 | -0.1 | 0.0 | -23.9 | 0.0 | -6.8
47. C=C1CCN([C@H](C(=O)O)C(C)C)S(=O)(=O)c2ccccc21
 : -4.2 | -4.3 | 9.4 | -0.6 | 2.2 | -7.4 | 0.0 | -0.2
48. Cc1ccc(NCc2nc(SCC(=O)Nc3ccccc3)n[nH]2)cc1
 : -6.8 | 18.5 | / | 6.8 | -1.8 | -17.3 | 0.0 | -16.8
49. N#CC(C#N)=NNc1ccc(S(=O)(=O)N2CCCCC2)cc1
 : 52.5 | 2.9 | / | 23.1 | / | 14.3 | -0.1 | 0.2
50. C[C@@H]1CN([C@H](C)CO)C(=O)c2cccc(N(C)C)c2O[C@@H]1CN(C)C(=O)Nc1ccc2c(c1)OCO2
 : -18.7 | 26.9* | 13.7 | 5.6 | 2.4 | -18.5 | -1.0 | 0.5
51. C[C@@H]1CN([C@@H](C)CO)C(=O)c2cc(NS(=O)(=O)c3ccc(Cl)cc3)ccc2O[C@H]1CN(C)Cc1ccccc1
 : -6.5 | -7.8 | -16.4 | -0.3 | -2.1 | 0.6 | -0.8 | -1.3
52. COC(=O)C[C@@H]1CC[C@@H]2[C@H](COc3ccc(NS(=O)(=O)c4ccccc4F)cc3C(=O)N2C)O1
 : -1.6 | 1.9 | 5.9 | 6.3 | 2.1 | -8.7 | -0.2 | /
53. C[C@]12c3[nH]c4ccccc4c3CCN1C(=O)C(CC(=O)NCCN1CCOCC1)C[C@@H]2C(=O)N1CCCCC1 (some centres not stated)
 : -8.9 | -0.7 | -0.8 | -3.7 | 3.5 | -6.6 | -0.1 | 5.8

High-throughput results (PubChem BioAssay)
